KB-3-1 tox = kills parental KB-3-1 adenocarcinoma cells; Potency, µM (doses to about 46.1 µM), inactives show top-dose activity change, negative = cytotoxic, hits mostly cytotoxic; KB-3-1 viability, CellTiter-Glo ATP luminescence, 72 h; AID 1347075; actives 1.4% (n = 400,000); further: on the % scale 0 is the no-effect control and ±100 the full control effect; nearly all actives have a fitted effect of over 60% in size
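Luminescent ATP read-out (CellTiter-Glo) measures survival of drug-naive KB-3-1 cells after 72 h compound exposure at 37 °C. Titration series was screened from lowest to highest concentration, with DMSO vehicle plates as background controls.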
KB-V1 cytotox = KB-V1 MDR subline cytotoxicity; Potency, µM (doses to about 46.1 µM), for the others: at the highest dose activity change, negative = cytotoxicity, usual class: cytotoxic; actives 3.4% (n = 400,000); AID 1347076; KB-V1 MDR cells viability, CellTiter-Glo, 72 h; further: on the % scale 0 is the no-effect control and ±100 the full control effect; nearly all actives have a fitted effect of over 60% in size
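qHTS viability screen in drug-selected KB-V1 MDR cells: 72 h compound treatment at 37 degrees C, ATP luminescence end point.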
TDP-43 yeast inh = inhibitors of TDP-43 toxicity in yeast; TDP-43 expressing yeast growth rescue, BacTiter-Glo, 24 h; actives 1.8% (n = 410,000); Potency, µM (top dose mostly 46.1 µM), for the others: top-dose growth rescue (activation), most hits filed as activators; further: % of control where 0% means no effect; nearly all actives have a fitted effect of over 50% in size
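In this qHTS, compounds that restore growth of yeast expressing TDP-43 appear as activators. Cells (OD600=0.02, galactose medium, raffinose-pregrown) are incubated with compound 24 hr at 30 deg C and growth is quantified by BacTiter-Glo.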
GLP1R ag = agonists of human GLP-1 receptor; AID 624172; HEK293 GLP-1R CRE-luciferase, luminescence, 4-6 h; cells express a hypersensitive GLP-1R form; actives 0.007% (n = 380,000); Potency, µM (doses to about 45.6 µM), for the others: at the highest dose activation, actives largely listed as activators; further: % of control where 0% means no effect
Target sequence (P43220 whole entry, looked up): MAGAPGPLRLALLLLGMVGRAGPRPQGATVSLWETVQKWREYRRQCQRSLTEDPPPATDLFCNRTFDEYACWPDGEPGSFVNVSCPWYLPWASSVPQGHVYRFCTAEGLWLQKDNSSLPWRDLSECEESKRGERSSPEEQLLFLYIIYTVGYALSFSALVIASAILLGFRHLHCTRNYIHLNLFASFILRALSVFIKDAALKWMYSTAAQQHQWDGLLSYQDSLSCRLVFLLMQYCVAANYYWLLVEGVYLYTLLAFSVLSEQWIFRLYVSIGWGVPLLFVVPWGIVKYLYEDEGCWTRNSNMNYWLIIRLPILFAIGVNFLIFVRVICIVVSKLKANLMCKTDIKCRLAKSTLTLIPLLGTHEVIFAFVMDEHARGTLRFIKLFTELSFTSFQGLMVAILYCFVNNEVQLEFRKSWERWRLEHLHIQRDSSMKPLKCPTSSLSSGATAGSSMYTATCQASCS
HT1080NT lethal = kills 2HG-producing HT-1080-NT fibrosarcoma cells; HT-1080-NT fibrosarcoma viability, CellTiter-Glo ATP luminescence, 48 h; Potency, µM (top dose mostly 46.1 µM), inactives show at the top dose activity, negative = less viability, most hits filed as cytotoxic; actives 1.6% (n = 360,000); AID 686970;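 further: NT is the 2HG producing partner of a matched IDH1 knockdown line; 0% = DMSO-treated cells and -100% = media-only wells without cells; nearly all actives have a fitted effect of over 55% in size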
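HT-1080-NT fibrosarcoma cells (2HG-overproducing), 750 cells/well in RPMI with 5% FBS, dosed after 2 h and incubated 48 h at 37C. CellTiter-Glo luminescence normalized to DMSO and no-cell wells; concentration-response curves fitted and classed.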
SW480 rereplic = inducers of DNA re-replication in SW480 colon cancer cells. SW480 DNA re-replication, Hoechst DNA content imaging, 48 h. Potency, µM (series often up to 46.1 µM), for inactives: at the top dose re-replication activation, hits mostly activators. actives 1.8% (n = 340,000); further: % of control where 0% means no effect; nearly all actives have a fitted effect of over 55% in size
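Per well, 250 cells were exposed to pinned compound for 48 hr. Nuclear DNA was visualised with Hoechst (40 min, 37 C) and total object intensity recorded by fluorescence scanning.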
HT1080 IDH1KD tx = toxicity to HT-1080 IDH1 knockdown cells (counter line); HT-1080 IDH1 knockdown viability, ATP luminescence, 48 h; Potency, µM (series often up to 46.1 µM), without a hit: at the highest dose activity, negative = toxicity, hits mostly cytotoxic; actives 2% (n = 360,000); AID 686971;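 further: 0% = DMSO wells and -100% = cell-free medium wells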
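Cytotoxicity counter-line: IDH1KD HT-1080, 48 h, CellTiter-Glo. Curves classed by r2, magnitude and activity.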
GLP1R cytotox = cytotoxicity in counter-screen for GLP-1R inverse agonists; HEK293 cAMP-luciferase reporter cells, luminescence, 24 h; Potency, µM (titrated, usually from 38.3 µM), for the others: top-dose activity change, negative = inhibition, actives largely listed as inhibitors; actives 0.13% (n = 410,000);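 further: loss of luciferase light is scored as toxicity; on the % scale 0 is the no-effect control and ±100 the full control effect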
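Step one: seed cells (200 cells/uL, DMEM with 10% Nu serum, 1% pen-strep). Step two: 12-hour incubation at 37 deg C. Step three: pin 23 nL compound, incubate 24 hr. Step four: add luciferase reagent, read luminescence 12 min later.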
GLP1R inv ag = acts as inverse agonist at human GLP-1 receptor; Potency, µM (top dose mostly 38.3 µM), inactives show at the highest dose activity change, negative = inhibition, actives largely listed as inhibitors; actives 1.6% (n = 410,000); HEK293 GLP-1R CRE-luciferase, luminescence, 24 h; GLP-1R form is constitutively active; AID 624417; P43220; further: on the % scale 0 is the no-effect control and ±100 the full control effect; nearly all actives have a fitted effect of over 55% in size
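HEK293 cells stably co-expressing a cAMP-responsive luciferase reporter and constitutively active GLP-1R were seeded, incubated 12 h, then exposed to compounds for 24 h at 37 C. Luminescence was read 12 min after detection reagent; inverse agonists lower signal.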
* = called active by the depositor; ? = inconclusive; . = no result given; [ ] = dose if it differs, or a comment. The call rests on the fitted dose curve; in most records, active means well fitted curve in the direction sought with a large enough effect; inconclusive means small, poorly fitted or top-dose-only effect, or another doubt; inactive means no such curve, though single readings can be large; an effect the other way counts as inactive or inconclusive. Potency means the concentration at half of the fitted maximal effect.

SMILES	KB-3-1 tox	KB-V1 cytotox	TDP-43 yeast inh	GLP1R ag	HT1080NT lethal	SW480 rereplic	HT1080 IDH1KD tx	GLP1R cytotox	GLP1R inv ag
NC(=O)CC(NC(=O)c1cccc(Br)c1)c1ccc(NC2CCN(Cc3ccccc3)CC2)c([N+](=O)[O-])c1 (stereo not given)	16.0%	?	-1.0%	-1.2%	9.4%	-7.2%	-1.6%	8.9%	15.2%
COc1cc(OC)c(OC)cc1CNC(=O)c1cc(S(=O)(=O)N2CCOCC2)ccc1F	1.2%	?	-5.8%	-0.5%	-4.0%	?	-2.0%	7.8%	-0.7%
CCn1c(SCC(=O)Nc2nc(C)c(C(=O)OC)s2)nnc1C(C)C	7.8%	-0.2%	-5.2%	3.5%	10.4%	-1.9%	7.3%	-10.1%	4.8%
O=C(Oc1cccc(N2C(=O)CCC2=O)c1)C1CC(=O)N(c2ccc(Br)cc2)C1 (stereo not given)	5.8%	7.1%	-4.1%	-2.6%	5.7%	-11.5%	6.5%	9.3%	-2.9%
CCC(=O)Nc1cc(C(=O)O)ccc1S(=O)(=O)c1ccc(C)cc1	1.8%	0.0%	-7.9%	-0.6%	20.1%	-4.0%	19.9%	4.7%	12.6%
CC(=NNC(=S)N1CCN(c2ccccn2)CC1)c1nccs1	?	?	-87.0%[inhibitor]	-2.9%	-18.8%	?	?	-41.9%	18.2%
COc1ccc(S(=O)(=O)N2CCOCC2)cc1C(=O)Nc1ccc(N2CCCCCC2)cc1	-4.8%	?	-3.8%	3.2%	-22.1%	0.9%	?	-21.6%	10µM*
Cc1cc(N2CCCC2=O)cc(C)c1S(N)(=O)=O	-1.7%	7.2%	-15.5%	-7.7%	3.2%	5.4%	0.4%	-20.9%	-8.7%
O=C1c2ccccc2C2(c3ccc(F)cc3)NCCN12 (stereo not given)	5.0%	-14.1%	-23.6%[0.397 µM]	4.8%	-7.3%	-0.1%	-5.5%	-6.7%	?
C#CCOCCOCCOCCNc1nc(N2CCN(C(=O)CCCCCCCCCCNC(=O)[C@@H](CCC(=O)O)n3cc(CCCCCN)nn3)CC2)nc(N2CCN(C(=O)CCCCCCCCCCNC(=O)[C@H](CO)n3cc(CCCCCN)nn3)CC2)n1	0.7%	?	11.5%	5.6%	5.3%	-7.6%	3.9%	-16.7%	48.8%[activator]
O=C(/C=C/c1ccccc1[N+](=O)[O-])N1CCCCC1	-6.7%	2.2%	6.7%	-3.5%	-0.3%	6.4%	1.3%	-13.5%	1.6%
Nc1nnc(-c2ccccc2F)s1	2.7%	10.0%	-17.6%[9.22 µM]	1.5%	18.4%	5.5%	10.5%	-6.3%	19.2%
CCN(CC)C(=O)COC(=O)c1cc(-c2ccc(OC)cc2)nc2ccccc12	-16.2%	?	?	3.9%	?	3.6%	-28.8%[9.24 µM]	?	?
COc1ccc(-n2nc(C(=O)NCC(=O)N3CCCC(C)C3)c3ccccc3c2=O)cc1 (stereo not given)	5.8%	-28.1%	27.1%	8.4%	-6.9%	0.2%	-8.9%	-0.9%	-4.3%
Cc1ccc(C(=O)CC(SCC(=O)O)c2ccc([N+](=O)[O-])cc2)cc1 (stereo not given)	-2.2%	-5.4%	-6.5%	-8.4%	-1.5%	?	-17.3%	0.7%	13.3%

The last 4 records of the section before lead into the next:
SMILES	KB-3-1 tox	KB-V1 cytotox	TDP-43 yeast inh	GLP1R ag	HT1080NT lethal	SW480 rereplic	HT1080 IDH1KD tx	GLP1R cytotox	GLP1R inv ag
Nc1nnc(-c2ccccc2F)s1	2.7%	10.0%	-17.6%[9.22 µM]	1.5%	18.4%	5.5%	10.5%	-6.3%	19.2%
CCN(CC)C(=O)COC(=O)c1cc(-c2ccc(OC)cc2)nc2ccccc12	-16.2%	?	?	3.9%	?	3.6%	-28.8%[9.24 µM]	?	?
COc1ccc(-n2nc(C(=O)NCC(=O)N3CCCC(C)C3)c3ccccc3c2=O)cc1 (stereo not given)	5.8%	-28.1%	27.1%	8.4%	-6.9%	0.2%	-8.9%	-0.9%	-4.3%
Cc1ccc(C(=O)CC(SCC(=O)O)c2ccc([N+](=O)[O-])cc2)cc1 (stereo not given)	-2.2%	-5.4%	-6.5%	-8.4%	-1.5%	?	-17.3%	0.7%	13.3%
Cc1cc(F)cc(-c2cc(C(=O)NCC3CCCCC3)[nH]n2)c1	0.0%	2.8%	0.0%	-3.2%	-20.4%	.	?	-1.1%	-4.9%
Cc1ccc(C(=O)O)cc1-n1c(C)ccc1-c1ccccc1	-1.3%	23.6%	4.0%	.	.	.	.	-9.8%	-32.2%
O=C(Nc1ccccc1)c1ccccc1NC(=O)C(F)(F)F	-0.3%	6.5%	-37.0%[inhibitor]	-16.6%	1.1%	-3.9%	-25.6%	-3.6%	0.0%
Cc1c([N+](=O)[O-])cc(C(=O)NCc2ccc(F)cc2)cc1[N+](=O)[O-]	-1.5%	-4.9%	-18.2%	15.6%	-14.7%	-0.3%	-6.6%	-7.3%	?
CCCNc1ccc(C(=O)OCC)cc1[N+](=O)[O-]	16.4µM*	13µM*	?	22.3%	5.3%	0.0%	13.5%	12.5%[0.307 µM]	-4.2%[0.307 µM]
COc1ccc(C2=Nc3ccccc3C2(O)CCN2C(=O)c3ccccc3C2=O)cc1 (stereo not given)	0.0%	-8.4%	16.8%	4.4%	8.5%	1.0%	-0.2%	2.3%	-4.3%
O=C(Cn1c(SCC(=O)Nc2ccc(F)cc2)nc2ccccc21)NCc1ccc(F)cc1	2.2%	-11.6%	20.1%	.	.	.	.	-27.0%	?
O=C(COC(=O)C1=NN(c2ccccc2)C(=O)CC1)NCc1ccccc1Cl	11.0%	?	3.5%	-8.2%	-0.4%	-2.7%	-14.8%	22.4%	13.6%
C#CCOCCOCCOCCNc1nc(N2CCN(C(=O)CCCCCCCCCCNC(=O)[C@H]([C@@H](C)CC)n3cc(CCCCCN)nn3)CC2)nc(N2CCN(C(=O)CCCCCCCCCCNC(=O)[C@H](CCCCN)n3cc(CCCC(=O)O)nn3)CC2)n1	7.8%	5.4%	25.9%	1.1%	9.5%	1.6%	-8.8%	0.6%	7.7%
Cc1cccc(OCC(=O)Nc2ccccc2F)c1	-15.7%	?	-10.5%	17.8%	17.3%	-11.0%	9.6%	21.5%	1.5%
CN(CCN1CCOCC1)C(=O)CC1C(=O)NCCN1Cc1ccccc1F (stereo not given)	1.7%	-1.7%	4.2%	-9.3%	8.6%	?	23.9%	-4.9%	4.0%
COc1cc2c(cc1O)C(SC)=NC(C)(C)C2	?	9.6%	15.4%	-4.2%	?	?	?	?	10µM*
O=C(CCCN1CCc2[nH]c3ccc(F)cc3c2C1)c1ccc(F)cc1	-15.3%	-26.0%	6.4%	-0.1%	18.4µM*	98.5%	20.6µM*	3.7%	?
C[C@H](NS(=O)(=O)c1ccc(Cl)cc1)C(=O)OCC(=O)NC(=O)Nc1ccc2c(c1)OCCO2	5.6%	28.1%	4.2%	-13.2%	-0.2%	-1.5%	-6.5%	-21.2%	4.1%
COCC(=O)Nc1nc2n(n1)C(c1ccc(OC)cc1)CC(c1ccc(OC)cc1)N2 (stereo not given)	2.0%	8.0%	-8.2%	0.3%	12.9%	-0.7%	-16.5%	-10.1%	0.0%
CC(=O)Nc1ccc(NC(=O)C/C(C)=N/NC(=O)c2cccc3ccccc23)cc1	-0.7%	0.0%	-3.4%	4.3%	?	-5.0%	?	-14.3%	-24.8%
COc1ccc(N2CCN(C(=O)c3ccc(CS(=O)Cc4ccc(Cl)cc4)o3)CC2)cc1 (stereo not given)	-4.2%	6.9%	10.1%	1.5%	-15.8%	-12.1%	-5.7%	-10.4%	6.9%
Fc1ccccc1C1CCN(Cc2nc(COc3ccccc3)no2)C1 (stereo not given)	-2.7%	-1.5%	11.1%	-4.8%	4.5%	-21.0%	1.7%	5.9%	?
CCC(Oc1ccccc1)C(=O)Nc1ccc(OCc2cc(=O)n3ccc(C)cc3n2)cc1 (stereo not given)	-23.0%	?	16.7%	.	.	.	.	1.0%	7.8%
c1cncc(-c2nc(NCCCn3ccnc3)c3ccccc3n2)c1	3.4%	4.6%	1.4%	13.7%	-20.1%	?	-17.4%	17.6%	-2.9%
COc1ccc(CCNC(=O)COC(=O)c2cc(S(=O)(=O)N3CCOCC3)ccc2C)cc1OC	7.9%	?	19.3%	14.1%	2.7%	-2.1%	12.9%	-2.2%	8.0%
CN(CC(=O)Nc1ccccc1Br)C(=O)CNC(=O)C1CCCCC1	-0.6%	15.5%	-1.9%	12.7%	7.0%	-3.0%	5.6%	4.7%	1.2%
CC1=C(C)CS(=O)N(S(=O)(=O)c2ccccc2)C1 (stereo not given)	-1.5%	?	12.6µM*	-8.6%	?	?	?	?	0.0%
COC(=O)CCC(=O)Nc1ccc(Br)cc1	-0.5%	4.6%	-18.4%	-29.0%	-0.4%	-0.5%	-2.1%	-2.9%	0.8%
O=[N+]([O-])c1cc(S(=O)(=O)CCCN2CCOCC2)ccc1F	-0.1%	6.8%	-7.0%	-5.1%	2.6%	-44.7%[inhibitor]	3.4%	14.2%	11.6%
O=C(Nc1ccc(S(=O)(=O)N2CCCC2)cc1)c1ccc2c(=O)n3c(nc2c1)CCCCC3	-19.5%	-0.6%	3.8%	-1.4%	3.5%	.	2.2%	-0.1%	0.0%
CNC(=O)c1[nH]cnc1C(=O)Nc1ccccn1	1.0%	-5.3%	-3.2%	6.4%	0.6%	-11.7%	-15.0%	-1.1%	15.2%
CCc1c(C)sc(NC(=O)CN2CCN(C(=O)c3ccco3)CC2)c1C(=O)OC	-5.2%	-22.5%	25.0%	31.1%	?	-3.1%	?	-12.5%	?
O=C(Oc1ccc2c(=O)c(Cl)coc2c1)c1ccncc1	6.6%	0.3%	1.4%	-2.1%	16.2%	-3.3%	19.8%	9.7%	21.5%
